RXFP1 ag – agonists of human relaxin receptor RXFP1; hit rate 0.3% among 370,000; Q9HBX9; Potency, µM (titrated, usually from 57.5 µM), without a hit: at the top dose activation, most hits filed as activators; HEK293T-RXFP1 cAMP TR-FRET, 30 min; response scale: percent of porcine relaxin response, buffer zero; note: potency is the fitted concentration of half-maximal effect; % is set by controls: 0 for no effect and ±100 for the full control effect; nearly all actives have a fitted effect of over 60% in size; many of its hits are not listed in these tables
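cAMP rise read by TR-FRET after 30 min, 37C compound exposure (up to 58 uM) in RXFP1-transfected HEK293 cells with Ro 20174 present. EC50 from Hill-equation fits, with 29 nM porcine relaxin as 100% and buffer as basal.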
D1 antag – human D1 dopamine receptor antagonism; P21728; HEK293 TREx D1 cells, calcium flux, dopamine EC80; active compounds read low; activity change, negative = inhibition, % at 10 µM; AID 504652; hit rate 3.2% among 360,000; in the data active = activity change below about -30%; note: % is set by controls: 0 for no effect and ±100 for the full control effect
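Tetracycline-induced HEK293 Trex D1 cells, force-coupled to calcium, dye-loaded; compounds added and read 180 s, then EC80 dopamine added and calcium flux tracked kinetically another 180 s.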
TRHR agonist – agonists of human TRH receptor; TRHR cells, calcium flux fluo-8, FDSS agonist mode; activation, % at 2 µM; hit rate 0.18% among 360,000; AID 493084; in the data active = activation above about 30%; note: 0% is about no effect
Target sequence (P34981 whole entry, looked up): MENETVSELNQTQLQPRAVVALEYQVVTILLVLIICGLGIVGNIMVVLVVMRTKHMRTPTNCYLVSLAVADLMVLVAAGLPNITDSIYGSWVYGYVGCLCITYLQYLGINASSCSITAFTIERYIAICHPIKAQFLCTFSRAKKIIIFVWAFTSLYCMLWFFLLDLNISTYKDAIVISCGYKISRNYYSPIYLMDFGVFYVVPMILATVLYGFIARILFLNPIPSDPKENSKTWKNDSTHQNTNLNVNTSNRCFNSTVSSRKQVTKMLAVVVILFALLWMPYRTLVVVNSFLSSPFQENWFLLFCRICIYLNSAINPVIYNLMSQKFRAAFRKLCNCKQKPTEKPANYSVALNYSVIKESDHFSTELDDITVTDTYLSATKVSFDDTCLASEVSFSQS
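Steps: seed TRHR cells overnight; add fluo-8 no-wash Ca dye, RT 30 min–1.5 h; record 10 s baseline; pin-transfer compounds; monitor fluorescence 1 cycle/s for the agonist window. Calcium increases flag candidate agonists.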
Anesthetic bind – candidate novel general anesthetic via apoferritin binding | hit rate 0.074% among 350,000 | Potency, µM (top dose mostly 77.5 µM), for the others: at the top dose activity change, negative = displacement, most hits filed as inhibitors | AID 485281 | P02791 | apoferritin/1-aminoanthracene competitive binding, fluorescence; note: potency is the fitted concentration of half-maximal effect; % is set by controls: 0 for no effect and ±100 for the full control effect; nearly all actives have a fitted effect of over 20% in size
Target sequence (P02791 2-175 limits assumed): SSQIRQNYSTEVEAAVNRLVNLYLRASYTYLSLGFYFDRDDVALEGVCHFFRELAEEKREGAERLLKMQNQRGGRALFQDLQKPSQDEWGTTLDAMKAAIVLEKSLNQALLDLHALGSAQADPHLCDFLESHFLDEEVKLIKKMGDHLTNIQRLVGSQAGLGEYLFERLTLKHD
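Horse-spleen apoferritin (10 uM) in 50% saturated 1-aminoanthracene in PBS was incubated 10 min at room temperature with compound. Fluorescence (ex 380, em 535 nm) was normalized to free and bound 1-AMA, with concentration-response fitted by a four-parameter Hill equation.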
D2 potentiator – positively modulates the human D2 dopamine receptor allosterically; P14416; HEK293 T-REx D2, calcium flux, EC20 dopamine potentiation; potentiation, % at 10 µM; hit rate 0.34% among 340,000; AID 485347;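 active = potentiation over 3 SD above the plate norm, cut at about 30% in these data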; note: 0% is about no effect
Target sequence (P14416 whole entry, looked up): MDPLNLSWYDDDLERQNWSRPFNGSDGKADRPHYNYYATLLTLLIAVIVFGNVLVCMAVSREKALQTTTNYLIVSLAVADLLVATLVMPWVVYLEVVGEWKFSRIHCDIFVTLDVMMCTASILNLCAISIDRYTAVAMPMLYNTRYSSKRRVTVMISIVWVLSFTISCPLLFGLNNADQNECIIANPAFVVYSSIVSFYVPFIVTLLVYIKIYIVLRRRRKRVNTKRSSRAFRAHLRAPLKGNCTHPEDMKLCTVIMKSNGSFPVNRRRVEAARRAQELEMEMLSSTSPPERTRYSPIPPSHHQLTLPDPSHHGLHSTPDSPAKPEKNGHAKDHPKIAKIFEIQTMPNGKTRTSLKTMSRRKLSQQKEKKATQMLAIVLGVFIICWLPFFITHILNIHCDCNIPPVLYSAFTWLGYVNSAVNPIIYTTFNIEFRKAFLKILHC
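Cells plated with tetracycline inducer and held overnight at 30 C; calcium dye loaded 30–90 min at room temperature; baseline taken, compound added and read 180 s; EC20 dopamine then added and read 180 s.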
RXFP1 antagonist – antagonists of human relaxin receptor RXFP1 | Q9HBX9 | HEK293-RXFP1, relaxin-stimulated cAMP HTRF, 30 min; active compounds read low | activity change, negative = inhibition, % at 57.5 µM | hit rate 0.59% among 350,000 | AID 1259400;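 active = activity change of -60% or lower, but not beyond a set lower limit; inconclusive = change between -60% and -40%, or beyond the set limit; inactive = change above -40%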; note: % is set by controls: 0 for no effect and ±100 for the full control effect
D1 PAM – human D1 dopamine receptor positive modulation. HEK293 TREx D1 cells, calcium flux, dopamine EC20 potentiation. P21728. hit rate 0.036% among 360,000. potentiation, % at 10 µM. AID 504651; in the data active = potentiation above about 30%; note: 0% is about no effect
TRHR enhancer – TRH receptor (human) allosteric enhancement | P34981 | TRHR cells, fluo-8 calcium fluorescence, EC20 TRH enhancement | enhancement, % at 2 µM | hit rate 0.66% among 360,000; in the data active = enhancement above about 30%; note: 0% is about no effect
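Enhancer read-out: after compound pinning and an initial kinetic agonist-mode read, an EC20 of TRH (10 nM final) was injected and fluo-8 calcium signal (Ex 480/Em 530) followed at 1 s/cycle for 100 cycles in TRHR-expressing cells.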
D1 agonist – agonists of human D1 dopamine receptor | P21728 | HEK293 T-REx D1 cells, calcium flux, agonist mode | activation, % at 2 µM | hit rate 1% among 360,000; in the data active = activation above about 30%; note: 0% is about no effect
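Agonism was scored from calcium flux recorded over 180 s (1 read/s) after pintool compound addition, following a 10-cycle baseline. Cells were inducible force-coupled HEK293 TREx D1, plated overnight at 30 C and loaded with no-wash calcium dye.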
The depositor's hits bear a star; ? = inconclusive; . = not tested or not shown; & = joins results of further samples. Unless noted, calls come from the whole dose curve; as a rule, active = well fitted curve in the direction sought with a large enough effect; inconclusive = small, poorly fitted or top-dose-only effect, or another doubt; inactive = no such curve, though single readings can be large; an effect the other way counts as inactive or inconclusive. A portion of the library (hit frequency here may not be typical).

SMILES | RXFP1 ag | D1 antag | TRHR agonist | Anesthetic bind | D2 potentiator | RXFP1 antagonist | D1 PAM | TRHR enhancer | D1 agonist
Cc1cc(O)cc(=O)n1CCc1ccccc1 | 2.0% | 3 | -0.7 | -11% | 18 | -3 | 9 | 3 | 1
CCc1nnc(NC(=O)CC(CN(C)S(=O)(=O)c2ccccc2)c2ccccc2)s1 (stereo unspecified) | -0.3% | 13 | -0.4 | -6% | 7 | . | -6 | 2 | -1
CCC(=O)Nc1ccc2oc(-c3cccc(C)c3)nc2c1 | 0.3% | 5 | 1.7 | -12% | 6 | 8 | -4 | -3 | 0
O=C1CC(c2ccc(F)cc2)c2cc3c(cc2N1)CCC3 (stereo unspecified) | -1.9% | 6 | 0.4 | -18% | 6 | 3 | -10 | 3 | -1
CC(=O)N1c2ccc(S(=O)(=O)NCC3CCC(C(=O)Nc4ccccc4C)CC3)cc2CC1C (stereo unspecified) | 1.3% | -7 | 0.4 | -9% | 3 | 7 | -2 | 25 | 3
CCCCCCCNC(=O)C1(CC2CC(c3ccc(Cl)cc3)=NO2)CCN(C(=O)CCCCCBr)CC1 (stereo unspecified) | -0.6% | 6 | -0.7 | ? | . | . | 5 | 2 | 1
O=C1CCCc2oc3ccc(O)cc3c21 | 3.0% | 7 | 0.2 | -3% | -11 | -7 | -1 | 1 | -2
Cc1occc1C(=O)NNC(=O)Nc1ccc(F)cc1F | -0.3% | 18 | 0.8 | 0% | -1 | . | 4 | 9 | 2
CSc1cccc(NC(=O)C(C)NS(=O)(=O)c2ccc(F)cc2)c1 (stereo unspecified) | -0.2% | -17 | -0.3 | -14% | -7 | 2 | -3 | 7 | -1
C=CCN(CC(=O)O)S(=O)(=O)c1ccccc1C(F)(F)F | -0.3% | 4 | 0.4 | 8% | -7 | -9 | -8 | 3 | 5

Compounds listed so far that have nitrogen in an aromatic ring:
SMILES | RXFP1 ag | D1 antag | TRHR agonist | Anesthetic bind | D2 potentiator | RXFP1 antagonist | D1 PAM | TRHR enhancer | D1 agonist
Cc1cc(O)cc(=O)n1CCc1ccccc1 | 2.0% | 3 | -0.7 | -11% | 18 | -3 | 9 | 3 | 1
CCc1nnc(NC(=O)CC(CN(C)S(=O)(=O)c2ccccc2)c2ccccc2)s1 (stereo unspecified) | -0.3% | 13 | -0.4 | -6% | 7 | . | -6 | 2 | -1
CCC(=O)Nc1ccc2oc(-c3cccc(C)c3)nc2c1 | 0.3% | 5 | 1.7 | -12% | 6 | 8 | -4 | -3 | 0

More compounds
SMILES | RXFP1 ag | D1 antag | TRHR agonist | Anesthetic bind | D2 potentiator | RXFP1 antagonist | D1 PAM | TRHR enhancer | D1 agonist
CCOC(=O)C1CCCN(C(=O)CSc2ccccc2)C1 (stereo unspecified) | -1.5% | -3 | -0.3 | 7% | -8 | -7 | 6 | 4 | 1
CCOC(=O)c1ccc(NC(=O)N2CCN(Cc3cccc(F)c3)CC2)cc1 | -1.7% | 4 | -0.6 | -7% | 3 | -24 | -5 | -1 | 0
Cc1ccc(C#N)c(SCc2cc3c(cc2Cl)OCO3)n1 | -0.4% | 2 | -1.1 | -13% | 6 | -2 | -4 | 9 | 1
CCOC(=O)c1ccc(NC(=O)Cn2nnc(-c3ccccc3)n2)cc1 | 2.8% | -4 | -0.5 | -6% | -4 | 5 | -1 | -4 | 17
CC(C)C(=O)n1nc(-c2cccnc2)nc1NCc1cccs1 | 0.6% | -8 | -1.2 | -14% | -1 | -15 | 1 | -6 | 3
O=C(CCC1CCCCC1)NNC(=O)c1cnccn1 | 0.2% | 7 | -2.3 | -7% | 7 | -5 | -2 | -2 | 1
COc1ccc(C(=O)OCC(=O)NC(=O)CCSc2ccccc2)cc1 | -2.3% | -2 | -3.0 | ? | 13 | -3 | -12 | 3 | 6
O=C(O)Cc1sc(N/N=C\c2ccncc2)nc1-c1ccccc1 | 3.9% | -4 | 23 | -24% | 0 | -35 | -7 | 1 | 31*
Cc1ccc(-c2nc(CS(=O)CC(=O)NCc3ccc(F)cc3)c(C)o2)cc1 (stereo unspecified) | -0.1% | 6 | 1.2 | 1% | 8 | 12 | 5 | 20 | 1
CCOc1ccc(NC(=O)C(Cc2ccccc2)NS(=O)(=O)c2ccc3c(c2)oc(=O)n3C)cc1 (stereo unspecified) | -1.5% | -20 | 1.2 | -5% | -6 | . | -1 | 5 | 5
Cn1c2ccccc2c(=O)n2c(=O)c3ccccc3cc12 | 1.1% | 1 | -0.5 | -17% | -6 | . | -1 | 1 | 0
CCC(c1nnnn1C1CCCC1)N1CCN(c2ccccc2F)CC1 (stereo unspecified) | 2.4% | 0 | -0.9 | -9% | -14 | -10 | 5 | -6 | 1
CC(C)c1ccc(S(=O)(=O)N2CCN(C(=O)CN3C(=O)NC4(CCCC4)C3=O)CC2)cc1 | 2.5% | -16 | -0.1 | -14% | 2 | 0 | -3 | -9 | 4
COCCCNC(=O)COc1cc2c(c3oc(=O)c(C)c(C)c13)CCC(C)(C)O2 | 5.8% | -27 | -0.3 | -1% | 2 | 9 | -3 | 8 | 1
O=C(Nc1cc(Cl)cc(Cl)c1)c1cccc(OC(F)F)c1 | -0.9% | -7 | 0.5 | -17% | . | -32 | -3 | -3 | 7
COc1ccc(Cl)cc1NS(=O)(=O)c1cc(Br)cnc1N | -0.5% | -8 | 0.8 | -10% | 1 | 9 | 1 | 0 | 0
CCC1=C(OC(=O)N(CC)CC)N2C(=O)OC(=NCC(=O)OC)[C@]2(Cc2ccccc2)[C@H]2C1=CC[C@H]1C(=O)N(C)C(=O)[C@H]12 | -2.5% | 9 | -0.2 | -11%&-1% | 8 | . | -3 | -1 | 0
Oc1ccc(/C=N/N(Cc2ccccc2)c2ccccc2)c(O)c1O | -0.6% | -5 | -0.7 | -19% | -1 | -92* | -7 | 5 | 2
Cc1c(C(c2cc3c(cc2Br)OCO3)c2c(C)n(C)n(-c3ccccc3)c2=O)c(=O)n(-c2ccccc2)n1C | 5.9% | 3 | -0.1 | -11% | -3 | 7 | -1 | -26 | 0
O=C(NCc1cccc(F)c1)c1ccc(NC(=O)c2nsc3ccccc23)cc1 | 5.5% | -1 | 0.3 | -8% | -4 | -14 | 1 | -3 | 8
CCc1cc(=O)oc2cc(OC(C)C(=O)NCc3ccccn3)ccc12 (stereo unspecified) | -0.2% | -6 | 0.9 | -5% | -8 | 1 | 2 | -11 | 0
CC(C(=O)C12CC3CC(CC(C3)C1)C2)N1CCOCC1 (stereo unspecified) | -1.3% | 5 | 0.2 | -11% | -3 | 9 | -2 | -3 | 0
CC(OC(=O)c1ccc(Cl)c(S(N)(=O)=O)c1)C(=O)NCC1CCCCC1 (stereo unspecified) | 0.2% | -19 | 0.1 | . | 11 | 7 | -4 | 13 | 1
COc1ccc(C(=O)Nc2ccc(C)c(S(=O)(=O)N3CCCCCC3)c2)cc1 | -0.7% | -6 | 1.0 | -6% | . | 1 | 0 | -8 | 4
CCOc1ccc(NC(=O)c2oc3ccccc3c2NC(=O)c2cc3ccccc3o2)cc1 | ? | 10 | 0.0 | -5% | -1 | . | -2 | 4 | 5
Cc1ccnc(NC(=O)/C=C/c2ccccc2[N+](=O)[O-])c1 | 1.5% | -21 | -1.3 | -15% | -6 | . | -4 | -1 | 1
Cc1ccc(NC2=NCC(=O)N2C2CCCC2)c(C)c1 | 0.3% | 9 | 0.7 | 1% | -3 | -6 | -5 | 3 | -1
COc1cc(C)c(/C=C(\C#N)C(=O)Nc2ccc(C)cc2)cc1C(C)C | 0.7% | -10 | 0.8 | 1% | -20 | 0 | -2 | 11 | 7
COc1ccc(N2CCN(S(=O)(=O)c3ccc(F)c(C(=O)Nc4ccccc4Cl)c3)CC2)cc1 | -0.1% | 0 | -0.2 | 0% | -15 | -13 | -1 | 1 | -3
COc1ccccc1/C=C/C(=O)c1ccccc1 | 1.2% | 3 | -1.3 | ? | 8 | 5 | -6 | -4 | 1
Cc1ccc2nc(Cc3ccc(N)cc3)oc2c1 | -0.4% | -31* | -0.2 | ? | -4 | 14 | -12 | 2 | 1
COc1ccccc1NC(=O)CN(c1ccc(C23CC4CC(CC(C4)C2)C3)cc1)S(C)(=O)=O | 0.5% | 2 | 0.3 | 0% | -1 | -3 | -7 | 12 | 6
O=C1c2ccccc2C(=O)c2c1ncn2-c1ccccc1 | 0.5% | 12 | -1.0 | 0% | 26 | -6 | -10 | 6 | -1
Cc1cc(NC(=O)CSc2nc3sc4c(c3c(=O)n2C)CCCC4)no1 | 1.5% | 9 | -0.6 | -16% | 11 | -13 | -5 | 2 | 6
CCCCc1nc(SCC(=O)Nc2nnc(C(C)C)s2)n[nH]1 | 1.1% | 1 | -0.1 | -10% | 10 | -2 | 7 | 0 | 4
Cc1cccc(S(=O)(=O)Nc2cccc3c2C(=O)c2ccccc2-3)c1 | 6.2% | 3 | 20 | -3% | -7 | 0 | 2 | -8 | 50*
Cc1cc(C)cc(-n2c(C)cc(C(=O)CSc3nnnn3C)c2C)c1 | 1.5% | -11 | -1.0 | -17% | . | -19 | -6 | -13 | 41*
O=C1CC(C(=O)Nc2ccc(C(=O)O)cc2)C(c2ccccc2)O1 (stereo unspecified) | 0.1% | -15 | 0.2 | -3% | -1 | 3 | -1 | 2 | 1
O=c1/c(=C\c2ccc(O)cc2)sc2n1C(c1ccccc1)C(c1ccccc1)=NN=2 (stereo unspecified) | -0.4% | -51* | 10 | ? | -6 | -11 | -10 | -6 | 33*
CCOC(=O)N/N=C(\CCC(=O)O)c1cccs1 | -1.0% | 3 | -1.0 | 4% | 4 | 3 | 10 | 0 | 1
CC(C)C[C@H](NC(=O)c1[nH]cnc1C(=O)N[C@H](C)c1ccccc1)C(=O)OC(C)(C)C | 0.3% | 26 | 1.0 | ? | 10 | . | -4 | -2 | 5
Cc1onc(-c2c(F)cccc2Cl)c1C(=O)OCC(=O)NC(N)=O | -1.4% | -15 | -0.8 | -20% | 4 | -1 | -6 | 0 | 20
O=C(O)CNC(=O)c1ccc(NC(=O)/C(=C/c2ccccc2)NC(=O)c2ccccc2Br)cc1 | -0.8% | 13 | -0.4 | 30% | 5 | 5 | 5 | -11 | 0
CC1=C(C(=O)OCC2CCCCC2)C(c2ccc(F)cc2F)CC(=O)N1 (stereo unspecified) | 4.9% | 5 | -0.1 | -15% | -1 | . | 0 | -4 | 3
Cc1ccc(NC(=O)c2ccccc2)cc1OC(=O)c1ccccc1 | -2.5% | 7 | -0.2 | ? | -2 | -14 | -4 | 5 | 0
